High-throughput results from PubChem BioAssay.
a7 integrin act – activates integrin-mediated alleviation for muscular dystrophy; 0.064% of 350,000 active; Potency, µM (series often up to 38.3 µM), for inactives: at the top dose activation, hits mostly activators; alpha7betagal myoblasts, beta-gal FDG fluorescence, 48 h; active = well fitted activation curve with a large enough effect; inconclusive = small, poorly fitted or top-dose-only effect; inactive = no such curve, though single readings can be large or run the other way;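 also: 100% = response of the positive control SU9516; nearly all actives have a fitted effect of over 60% in size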
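alpha7betagal+/- myoblasts (passage 13, 250/well) treated 48 h at 37C with compounds at 1:260 dilution of DMSO stock. Lysed, then beta-galactosidase activity read as FDG fluorescence (ex 480/em 540) after 30 min, with pre-read for autofluorescence.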
The depositor's hits bear a star; u = inconclusive; [ ] = remark or other dose. Potency is read from the fitted curve at half-maximal effect. An excerpt; the hit share may differ from the screen's.

a7 integrin act,Molecule
-25.3%,C[C@@H]1CN([C@H](C)CO)S(=O)(=O)c2ccc(-c3cccc(C(=O)N(C)C)c3)cc2O[C@H]1CN(C)C(=O)Nc1ccc(F)cc1
-19.0%,COc1ccc(S(=O)(=O)N(C)C[C@H]2OCCCC[C@@H](C)Oc3ccc(N(C)C)cc3C(=O)N([C@H](C)CO)C[C@@H]2C)cc1
2.9%,CCCCCCN1C[C@@H](n2cc(C3CC3)nn2)[C@H](O)C[C@@H]1c1ccc(OC)cc1
-24.9%,O=C(CSc1ccccn1)NC1CCCc2c1cnn2-c1ccccc1F (centres undefined)
-1.9%,CC1=C(C(=O)N(C)C)CC(CC(=O)NC2CCCC2)C(=O)N1Cc1ccccc1 (centres undefined)
-17.7%,COc1cc2ccc(C(C)=O)cc2cc1OC
0.4%,CCc1nnc(NC(=O)CSc2nnc(CNC(=O)c3ccccc3)o2)s1
6.1%,O=C1NC(Cc2ccccc2)c2nc3cc(F)c(F)cc3c(=O)n2-c2ncccc21 (centres undefined)
-11.6%,Cc1ccc([C@H]2N[C@]3(CCCN(Cc4ccc(Br)cc4)C3=O)[C@H]3C(=O)N(C)C(=O)[C@@H]23)cc1
5.6%,COCCCN1C(=O)C(CC(=O)NCC2CCCCC2)CC(C(=O)N(C)C)=C1C (centres undefined)
27.3%,O=C(O)c1cc2ccc(O)cc2oc1=O
4.8%,Cn1ccnc1CC(C)(O)c1ccccc1 (centres undefined)
3.9%,C[C@H](CO)N1C[C@H](C)[C@H](CN(C)S(=O)(=O)c2ccc(F)cc2)Oc2ncc(Br)cc2C1=O
-3.9%,Cc1ccc([C@@H]2C[C@H]3[C@@H](CN2S(=O)(=O)c2ccc(C)cc2)C(=O)C[C@@H](c2ccc(Cl)cc2)N3S(=O)(=O)c2ccc(C)cc2)cc1
18.4%,COc1ccc(N2CC(C(=O)Nc3nnc(SCC(=O)Nc4ccc(NC(C)=O)cc4)s3)CC2=O)cc1 (centres undefined)
12.5%,COc1cccc(C2=NN(C(=O)C3CC3)C(O)(C(F)(F)F)C2)c1 (centres undefined)
17.8%,CN1CCn2cnc(C(=O)NCC(=O)OC(C)(C)C)c2C1=O
4.2%,CN1C(=O)c2ccccc2CC12c1ccccc1C(=O)N2C (centres undefined)
0.4%,COc1ccc(CN2C(=O)C(CC(=O)NCCN3CCOCC3)CC(C(=O)N3CCOCC3)=C2C)cc1 (centres undefined)
-0.1%,O=C(OCc1ccccc1)N1CCCC2CC1c1ccccc12 (centres undefined)

The list continues.
a7 integrin act,Molecule
18.8%,Cc1ccc(S(=O)(=O)N2CCC(C(=O)OCC(=O)N3C(C)CCCC3C)CC2)cc1C (centres undefined)
-14.7%,CCCCCC(=O)N1C[C@H](n2cc(COC(=O)c3ccccc3)nn2)[C@@H](O)C[C@@H]1c1ccc(OC)cc1
-31.5%,C[C@H](CO)N1C[C@H](C)[C@@H](CN(C)C(=O)Cc2ccccc2)OCCCC[C@H](C)Oc2ccc(NC(=O)NC3CCCCC3)cc2C1=O
-23.1%,Cc1cc(C)c2c(=O)n3c(nc2c1)C(Cc1ccccc1)NC(=O)c1cccnc1-3 (centres undefined)
1.2%,COCCN(C(=O)COC(=O)C1CCCCC1)c1c(N)n(Cc2ccccc2)c(=O)[nH]c1=O
3.0%,COCCN(C(=O)CSc1nnc(-c2ccccc2F)o1)c1c(N)n(Cc2ccccc2)c(=O)[nH]c1=O
-17.6%,CCc1cccc(C)c1NC(=O)COC(=O)Cc1ccccc1
8.9%,COc1ccc(CNC(=O)CCCn2c(=O)c3cccn3c3cccnc32)cc1
-1.6%,CCn1cc(/C=C(\NC(=O)c2ccccc2OC)C(=O)NCCN2CCOCC2)c2ccccc21
-36.8%[inhibitor],COc1cc2c(c(OC)c1OC)-c1ccc(NCc3ccccc3)c(=O)cc1C(NC(C)=O)CC2 (centres undefined)
-22.8%,CN(Cc1ccccn1)C(=O)c1cc(COc2ccc(F)cc2Cl)on1
-0.9%,C[C@@H]1Cn2cnc(C(=O)N[C@@H](C)C(=O)OC(C)(C)C)c2C(=O)N1
-49.6%[inhibitor],COc1ccc(Br)cc1C=NNS(=O)(=O)c1ccc(C)cc1
20.9%,CNC(=O)C1CN(C(=O)c2nn(Cc3ccccc3)c(=O)c3ccccc23)c2ccccc2O1 (centres undefined)
9.0%,Cc1oc(-c2ccccc2)nc1C(=O)OCC(=O)NCc1ccc(F)cc1
13.7%,O=C(O)c1cc([N+](=O)[O-])ccc1-c1ccc([N+](=O)[O-])cc1C(=O)O
-9.4%,CN(C)c1ccc(C=C2C=C(c3ccccc3)OC2=O)cc1
-1.0%,Cc1ccccc1C(=O)NC1CC2CCCC(C1)N2Cc1ccccc1Cl (centres undefined)
-15.4%,COc1ccc([N+](=O)[O-])cc1N(CC(O)CN1C(=O)NC(C)(C)C1=O)S(=O)(=O)c1ccc(C)cc1 (centres undefined)
-16.6%,O=C(CCCN1C(=O)c2cccc3cccc(c23)C1=O)OCC(=O)N1CCCCC1

(list continues)
a7 integrin act,Molecule
-3.3%,COc1ncnc2c1ncn2CCCN[C@H](C)c1cccc2ccccc12
-21.1%,COc1cc(/C=C2/SC(=S)N(CCC(=O)N3CCN(C)CC3)C2=O)cc(OC)c1OC
8.6%,CNC[C@H]1Oc2cc(Br)ccc2S(=O)(=O)N([C@H](C)CO)C[C@H]1C
-7.0%,CCCCN1C(=O)C(CC(=O)NC2CC2)CC(C(=O)N2CCOCC2)=C1C (centres undefined)
-16.9%,COc1cc(OC)c(NS(=O)(=O)c2cc(C(=O)NCCCN3CCOCC3)ccc2C)cc1Cl
-18.2%,C#CC(c1ccccc1)(c1ccccc1)n1ccnc1
20.3%,CCC(=O)N(C)C[C@H]1Oc2cc(Br)ccc2S(=O)(=O)N([C@@H](C)CO)C[C@H]1C
18.6%,COc1c(Cl)cc(C(=O)Nc2cccnc2)cc1Cl
13.9%,Cc1ccc(N2CC(C(=O)NC3CCCCCC3)CC2=O)cc1 (centres undefined)
27.6%,CCOC(=O)c1ccc(NC(=O)c2ncn3c2C(=O)N[C@H](C)C3)cc1
-28.9%,COc1ccc(N2CCN(C(=O)C(=O)c3cn(CC(=O)N4CCCC4)c4ccccc34)CC2)cc1
-12.9%,CN(C(=O)c1cc(COc2ccc(F)cc2Cl)on1)C1CCOC1 (centres undefined)
9.6%,C/C(=N/NC(=O)c1nnn(-c2nonc2N)c1CSc1ccc(C)cc1)c1ccncc1
10.6%,Cc1c(C#N)c2n(c1C)CCCC(=O)N2
3.2%,COc1ccccc1S(=O)(=O)N(C)C[C@H]1Oc2ncc(Br)cc2C(=O)N([C@H](C)CO)C[C@H]1C
19.6%,Cn1c(=NC(=O)CS(=O)(=O)c2ccccc2)sc2cc(F)ccc21
10.2%,CCOC(=O)c1c(NC(=O)COC(=O)c2ccc(S(=O)(=O)C(F)F)cc2)sc(C(=O)N(C)C)c1C
-2.2%,C[C@@H]1CN([C@H](C)CO)C(=O)CCCn2nncc2CO[C@H]1CN(C)C(=O)C1CCCCC1
-16.6%,Brc1ccc(-c2nc3c4ccccc4ccn3c2Cc2ccccc2)cc1
-11.4%,O=C(COC(=O)c1cc(S(=O)(=O)N2CCOCC2)ccc1Cl)c1ccc[nH]1

Arranged by value in a7 integrin act (low to high): 5 from the list above.
a7 integrin act,Molecule
-18.2%,C#CC(c1ccccc1)(c1ccccc1)n1ccnc1
-16.6%,Brc1ccc(-c2nc3c4ccccc4ccn3c2Cc2ccccc2)cc1
-2.2%,C[C@@H]1CN([C@H](C)CO)C(=O)CCCn2nncc2CO[C@H]1CN(C)C(=O)C1CCCCC1
9.6%,C/C(=N/NC(=O)c1nnn(-c2nonc2N)c1CSc1ccc(C)cc1)c1ccncc1
20.3%,CCC(=O)N(C)C[C@H]1Oc2cc(Br)ccc2S(=O)(=O)N([C@@H](C)CO)C[C@H]1C

Continued.
a7 integrin act,Molecule
-1.1%,Cc1ccc(S(=O)(=O)N2C[C@H]3C(=O)C[C@@H](c4ccc(Cl)cc4)N(S(=O)(=O)c4ccccc4C)[C@H]3C[C@H]2c2ccccc2)cc1
-0.9%,COc1ccc2nc(Cl)c(C=O)c(N3CCOCC3)c2c1
-4.5%,O=C(O)C(=Cc1ccc([N+](=O)[O-])cc1)CCc1ccccc1
-15.1%,C[C@H](O)C#Cc1cnc2c(c1)C(=O)N([C@H](C)CO)C[C@@H](C)[C@H](CN(C)C(=O)Nc1ccc(C(F)(F)F)cc1)O2
5.8%,O=C1C2C3C=CC(CC3)C2C(=O)N1c1ccc(Br)cc1 (centres undefined)
-40.9%,Cc1cccc(NC(=O)CN2CCN(C(=O)CNC(=O)c3ccc(-c4ccccc4)cc3)CC2)c1C
27.3%,O=C(c1ccoc1)N1CCN(c2cc(-c3ccncc3)nc3cc(-c4cccc(Cl)c4)nn23)CC1
12.3%,C[C@@H]1CCCCO[C@H](CN(C)C(=O)Cc2ccccc2)[C@@H](C)CN([C@H](C)CO)C(=O)c2cc(N(C)C)ccc2O1
-14.1%,COc1ccc(CSC2=C(C#N)C(=O)NC3(CCCCC3)S2)cc1
-2.6%,CC(OC(=O)c1ccc2c(c1)OCO2)C(=O)NC1CCCCC1 (centres undefined)
23.2%,C[C@H](CO)N1C[C@H](C)[C@@H](CN(C)Cc2cccc(C(=O)O)c2)OCc2cnnn2CCCC1=O
1.2%,O=C(COC(=O)Cc1ccc(Br)cc1)NCc1ccccc1
-11.2%,CCCN1CCN(CCCNC(=O)CN2C(=O)COc3ccc(C(C)(C)C)cc32)CC1
-8.6%,C[C@@H]1CN([C@@H](C)CO)C(=O)CCCn2nncc2CO[C@@H]1CN(C)C(=O)c1ccc(N2CCN(C)CC2)cc1
u,C[C@@H]1CN([C@H](C)CO)C(=O)CCCn2cc(nn2)CO[C@H]1CN(C)C(=O)c1cc(-c2ccccc2)on1
-3.9%,CCOc1ccc(Oc2ccc(NS(=O)(=O)c3ccc(CCC(=O)O)cc3)cc2)cc1
-7.7%,COC(=O)c1cn(C(=O)c2ccc3c(c2)OCO3)c2ccccc12
22.3%,CC(C)Cc1nnc(NC(=O)c2ccc(-n3cncn3)c([N+](=O)[O-])c2)s1
-6.3%,Cc1ccc(NC(=O)C(C)N2CCCc3ccccc32)cc1S(=O)(=O)N1CCOCC1 (centres undefined)
5.1%,Nn1c(SCC(=O)N2CCCC2)nnc1C1CCCCC1

Quoted at random: three records from the list
a7 integrin act,Molecule
27.3%,O=C(c1ccoc1)N1CCN(c2cc(-c3ccncc3)nc3cc(-c4cccc(Cl)c4)nn23)CC1
-3.9%,Cc1ccc([C@@H]2C[C@H]3[C@@H](CN2S(=O)(=O)c2ccc(C)cc2)C(=O)C[C@@H](c2ccc(Cl)cc2)N3S(=O)(=O)c2ccc(C)cc2)cc1
5.6%,COCCCN1C(=O)C(CC(=O)NCC2CCCCC2)CC(C(=O)N(C)C)=C1C (centres undefined)

Continued.
a7 integrin act,Molecule
-22.0%,O=C1NC(Cc2ccc(O)cc2)c2nc3cc(F)c(F)cc3c(=O)n2-c2ncccc21 (centres undefined)
1.7%,COCCNC(=O)c1ccc(N2CC3CC(C2)c2cccc(=O)n2C3)c(NC(=O)c2ccc(C(C)(C)C)cc2)c1 (centres undefined)
1.8%,Cn1nc(SCc2ccccc2)c(=O)[nH]c1=O
18.9%,COc1ccc(Cl)cc1NC(=O)CCCn1c(=O)c2cccn2c2cccnc21
5.7%,C[C@@H]1CN([C@@H](C)CO)C(=O)CCCn2nncc2CO[C@H]1CN(C)S(=O)(=O)c1ccccc1
-11.9%,COCC1CCN(Cc2c(C(=O)N3CCOCC3)nc3c(C)cccn23)C1 (centres undefined)
8.1%,CC1=C(C(=O)N(C)C)CC(CC(=O)NCCCCc2ccccc2)C(=O)N1CCCN1CCCC1=O (centres undefined)
-2.7%,O=C(Oc1ccc(-c2nnco2)cc1)c1cc(S(=O)(=O)N2CCOCC2)ccc1F
-42.9%,O=C(NCCOc1ccccc1)N1[C@H]2CC[C@@H]1C=C(c1ccc(F)cc1OCc1ccccc1)C2
4.8%,CC(C)(C)OC(=O)NCCc1onc(-c2ccc([N+](=O)[O-])cc2)c1C(=O)O
-2.5%,CC(=O)c1ccc(N2CCN(C(=O)C(=O)c3cn(CC(=O)N4CCOCC4)c4ccccc34)CC2)cc1
-12.0%,CCCc1cc(=O)n2[nH]c(C)c(-c3ccccc3OC)c2n1
1.1%,O=C(c1cccnc1)N1CCC2CC1c1c(Cl)cccc12 (centres undefined)
2.3%,C[C@H](CO)N1C[C@H](C)[C@@H](CN(C)Cc2ccc(-c3ccccc3)cc2)Oc2ncc(C#C[C@@H](C)O)cc2C1=O
3.2%,CC1CCCCC1NC(=O)CSc1nnc(C(F)(F)F)n1C (centres undefined)
1.5%,CC1(C)CC(=O)C=C(c2ccccc2-c2ccc3cc[nH]c3c2)C1=O
26.5%,CN[C@H](C)C(=O)NC[C@H]1O[C@@H](n2cc(C)c(=O)[nH]c2=O)C[C@@H]1O
-4.0%,C=CCOc1ccc(C[C@H](N)C(=O)NC[C@H]2O[C@@H](n3ccc(N)nc3=O)[C@H](O)[C@@H]2O)cc1
6.7%,C[C@@H]1CN([C@H](C)CO)C(=O)CCCn2nncc2CO[C@H]1CN(C)C(=O)Nc1ccc(N2CCN(C)CC2)cc1
18.6%,O=C(CS(=O)(=O)c1ccc(Cl)cc1)N1CCN(c2ccccc2)CC1

More results follow:
a7 integrin act,Molecule
3.1%,CC1C(=O)N(Cc2cn(CCC3OCCO3)nn2)CCS(=O)(=O)N1Cc1ccc(-c2cccc(N(C)C)c2)cc1 (centres undefined)
28.6%,COC(=O)c1cccc2c1C(=O)c1cc([N+](=O)[O-])ccc1-2
-10.1%,Cc1ccc(CN2CCC(C(=O)c3ccc(F)cc3)CC2)cc1
7.3%,CCc1nnc(NS(=O)(=O)c2ccc(NC(=O)c3ccc([N+](=O)[O-])s3)cc2)s1
-15.9%,Cc1csc(N=Cc2ccc([N+](=O)[O-])o2)n1
17.8%,COc1ccc(NC(=O)C2CC(=O)N(c3ccc(C)cc3)C2)cc1S(=O)(=O)N1CCCCC1 (centres undefined)
